N370S GC: qHTS Assay for Inhibitors and Activators of N370S glucocerebrosidase as a Potential Chaperone Treatment of Gaucher Disease; Lysosomal acid glucosylceramidase (Homo sapiens), P04062; AID 2101, 2009; N370S GC spleen homogenate, 4MU-glucoside fluorescence; 330,000 compounds, 0.092% hits; Potency, µM (highest dose often 59.4 µM), for inactives: at the top dose activity change, negative = inhibition, hits mostly inhibitors;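 also: 0% = full enzyme activity and -100% = no enzyme basal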
TDP1 cell CPT: qHTS for Inhibitors of human tyrosyl-DNA phosphodiesterase 1 (TDP1): qHTS in cells in presence of CPT | 420,000 compounds, 12% hits | chicken DT40 Tdp1-/-;hTDP1 cells + 20 nM CPT, ATP luminescence, 48 h | AID 686979, 2013 | Potency, µM (doses to about 46.2 µM), without a hit: at the highest dose activity change, negative = growth inhibition, most hits filed as inhibitors; also: nearly all actives have a fitted effect of over 55% in size
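Cell growth measured by CellTiter-Glo luminescence after a minimum 48 h, 37 C compound exposure with 20 nM CPT in Tdp1-knockout DT40 cells stably expressing hTDP1, seeded 400/well; qHTS titration format.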
FEN1 inh: qHTS Assay for the Inhibitors of Human Flap endonuclease 1 (FEN1) | Recombinant FEN1 flap cleavage, fluorescence, 15 min | Potency, µM (highest dose often 114 µM), without a hit: at the highest dose activity change, negative = inhibition, hits mostly inhibitors | 390,000 compounds, 0.35% hits; also: nearly all actives have a fitted effect of over 65% in size
Target sequence (P39748 whole entry, looked up): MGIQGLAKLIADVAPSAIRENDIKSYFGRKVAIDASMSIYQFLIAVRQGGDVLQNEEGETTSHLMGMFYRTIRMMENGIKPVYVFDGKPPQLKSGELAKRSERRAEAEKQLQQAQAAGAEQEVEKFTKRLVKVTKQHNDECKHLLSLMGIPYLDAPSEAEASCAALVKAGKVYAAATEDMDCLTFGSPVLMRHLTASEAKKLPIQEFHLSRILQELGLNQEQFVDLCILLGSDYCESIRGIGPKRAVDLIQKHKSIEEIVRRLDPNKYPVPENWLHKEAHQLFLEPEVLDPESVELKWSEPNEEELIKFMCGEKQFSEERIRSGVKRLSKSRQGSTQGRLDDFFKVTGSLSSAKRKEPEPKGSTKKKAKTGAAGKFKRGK
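Compounds are tested as a concentration series against 10 nM FEN1; after a 15 min room-temperature preincubation, 50 nM substrate starts cleavage, with plate reads at 0 and 15 min. Normalized responses are fitted by a Hill equation.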
An asterisk follows results filed as active. Calls follow the shape of the dose curve; as a rule, active = well fitted curve in the direction sought with a large enough effect; inconclusive = small, poorly fitted or top-dose-only effect, or another doubt; inactive = no such curve, though single readings can be large; an effect the other way counts as inactive or inconclusive. Unless noted, % is scaled to controls: 0 for no effect and ±100 for the full control effect; potency is read from the fitted curve at half-maximal effect. These rows are one share of the data (hit frequency here may not be typical).

The first six compounds (preview)
What do the screens show for `NC(=O)CC(NC(=O)c1ccc(Br)cc1)c1ccc(NCc2ccc(F)c(F)c2)c([N+](=O)[O-])c1` (configuration not stated)?
N370S GC: 3.3%; TDP1 cell CPT: -22.6%; FEN1 inh: 8.5%

What do the screens show for `O=C(c1cccc(N2C(=O)C3C4C=CC(C4)C3C2=O)c1)N1CCN(c2ccccc2)CC1` (configuration not stated)?
N370S GC: -4.2%; TDP1 cell CPT: 3.1%; FEN1 inh: -1.7%

How did CCOC(=O)c1ccccc1NC(=O)CN(c1ccccc1C)S(C)(=O)=O do in these assays?
N370S GC: 3.5%; TDP1 cell CPT: inconclusive; FEN1 inh: -9.0%

Results for CC(C)[C@H](NC(=O)[C@@H]1Cc2ccccc2CN1C(=O)OC(C)(C)C)C(=O)NCC1CCCO1 (some centres not stated) ?
N370S GC: 3.3%; TDP1 cell CPT: 3.0%; FEN1 inh: 4.2%

How did Cc1ccc(N(C)C(=O)C2CCN(S(=O)(=O)c3c(C)noc3/C=C/c3c(C)cc(C)cc3C)CC2)cc1 do in these assays?
TDP1 cell CPT: inconclusive; FEN1 inh: -18.2%

How did Cc1ccc(NC(=O)CSc2nnc(CNC(=O)c3cccs3)o2)cc1 do in these assays?
N370S GC: -3.2%; TDP1 cell CPT: 0.1%; FEN1 inh: 15.1%

The whole of this part, from the start:
What do the screens show for `NC(=O)CC(NC(=O)c1ccc(Br)cc1)c1ccc(NCc2ccc(F)c(F)c2)c([N+](=O)[O-])c1` (configuration not stated)?
N370S GC: 3.3%; TDP1 cell CPT: -22.6%; FEN1 inh: 8.5%

What do the screens show for `O=C(c1cccc(N2C(=O)C3C4C=CC(C4)C3C2=O)c1)N1CCN(c2ccccc2)CC1` (configuration not stated)?
N370S GC: -4.2%; TDP1 cell CPT: 3.1%; FEN1 inh: -1.7%

How did CCOC(=O)c1ccccc1NC(=O)CN(c1ccccc1C)S(C)(=O)=O do in these assays?
N370S GC: 3.5%; TDP1 cell CPT: inconclusive; FEN1 inh: -9.0%

Results for CC(C)[C@H](NC(=O)[C@@H]1Cc2ccccc2CN1C(=O)OC(C)(C)C)C(=O)NCC1CCCO1 (some centres not stated) ?
N370S GC: 3.3%; TDP1 cell CPT: 3.0%; FEN1 inh: 4.2%

How did Cc1ccc(N(C)C(=O)C2CCN(S(=O)(=O)c3c(C)noc3/C=C/c3c(C)cc(C)cc3C)CC2)cc1 do in these assays?
TDP1 cell CPT: inconclusive; FEN1 inh: -18.2%

How did Cc1ccc(NC(=O)CSc2nnc(CNC(=O)c3cccs3)o2)cc1 do in these assays?
N370S GC: -3.2%; TDP1 cell CPT: 0.1%; FEN1 inh: 15.1%

What do the screens show for `CC1(C)OC(=O)C2(Cc3cc(C(F)(F)F)ccc3N3CCCCC32)C(=O)O1` (configuration not stated)?
TDP1 cell CPT: 5.5%; FEN1 inh: -6.3%

What do the screens show for `O=C(c1cn(-c2ccccc2)nc1-c1ccc(Cl)s1)N1CCOCC1`?
N370S GC: -1.4%; TDP1 cell CPT: -9.5%; FEN1 inh: -16.1%

Results for Cc1ccc(NC(=O)C2CCCN(C(=O)c3ccc(Cl)cc3)C2)cc1S(=O)(=O)N1CCOCC1 (configuration not stated) ?
N370S GC: 16.0%; TDP1 cell CPT: 20.6µM*; FEN1 inh: 4.8%

How did CN(CCc1ccccc1)C(=O)CCc1nnc(Cc2ccc3c(c2)OCO3)o1 do in these assays?
N370S GC: -1.8%; TDP1 cell CPT: 2.3%; FEN1 inh: -3.7%

Results for COc1ccc(Cl)cc1NC(=O)NNC(=O)c1ccccn1 ?
N370S GC: 1.8%; TDP1 cell CPT: inconclusive; FEN1 inh: 22.4%

What do the screens show for `COCCn1c(SCC(=O)Nc2ccc(C(N)=O)cc2)nc2c([nH]c3ccccc32)c1=O`?
N370S GC: 1.1%; TDP1 cell CPT: 5.4%; FEN1 inh: 16.3%

What do the screens show for `COC(=O)c1ccc(/C=C/c2c(-c3ccsc3)sc3ccccc23)cc1`?
N370S GC: 8.3%; TDP1 cell CPT: inconclusive; FEN1 inh: 6.4%

What do the screens show for `O=C(NNS(=O)(=O)c1ccccc1[N+](=O)[O-])c1ccc(O)cc1`?
TDP1 cell CPT: 3.1%; FEN1 inh: 1.3%

How did COc1ccc2cc(C(=O)CS(=O)(=O)c3ccccc3)c(=O)oc2c1 do in these assays?
N370S GC: inconclusive; TDP1 cell CPT: -2.5%; FEN1 inh: -2.2%

What do the screens show for `CCCCN1C(=N)N([C@@H](C)CN2CCC[C@H]2CN2C(N)=NC[C@@H]2Cc2ccccc2)C[C@H]1[C@H](C)CC`?
TDP1 cell CPT: inconclusive; FEN1 inh: -7.5%

How did CC(/C=N/NC(=O)CNc1n[nH]c(=O)[nH]c1=O)c1ccccc1 (configuration not stated) do in these assays?
N370S GC: -21.8%; TDP1 cell CPT: 9.2%; FEN1 inh: -5.6%

What do the screens show for `Cc1ccccc1Nc1nc(N)nc(CN2CCN(C(=O)c3ccccc3)CC2)n1`?
N370S GC: -8.7%; TDP1 cell CPT: -7.3%; FEN1 inh: 3.9%

How did CCOC(=O)C1CCCCN1Cc1cccc(OC)c1OC (configuration not stated) do in these assays?
N370S GC: -2.7%; TDP1 cell CPT: -3.0%; FEN1 inh: inconclusive

Results for O=C(O)c1ccccc1C(=O)Nc1ccc(Br)c(C(F)(F)F)c1 ?
N370S GC: -3.1%; TDP1 cell CPT: -4.8%; FEN1 inh: 6.6%

Results for CC(Oc1cccc(Br)c1)C(=O)NNC(=O)c1ccccn1 (configuration not stated) ?
TDP1 cell CPT: 2.91µM*; FEN1 inh: -2.0%

Results for Cc1onc(-c2ccccc2)c1-c1n[nH]c(=S)n1-c1ccccc1 ?
TDP1 cell CPT: -2.7%; FEN1 inh: -4.4%

What do the screens show for `Cc1cc(CNC(=O)c2cc(Br)ccc2Cl)nn1C`?
N370S GC: 2.4%; TDP1 cell CPT: inconclusive; FEN1 inh: -2.6%

What do the screens show for `O=C(Cn1c(C(=O)N2CCc3ccccc3C2)cc2sccc21)c1ccccc1`?
N370S GC: 7.3%; TDP1 cell CPT: 29.1µM*; FEN1 inh: 7.4%

How did O=C1Cc2cc(S(=O)(=O)Nc3ccccc3Cl)cc3c2N1CCC3 do in these assays?
N370S GC: -8.4%; TDP1 cell CPT: -5.9%; FEN1 inh: 17.9%

What do the screens show for `CCOc1ccccc1C1CC(=O)NC(C)=C1C(=O)OC1CCCCCC1` (configuration not stated)?
TDP1 cell CPT: 20.6µM*; FEN1 inh: -25.7%

What do the screens show for `CN(C)c1ccc(C(=O)NCC(c2cccs2)N2CCOCC2)cc1` (configuration not stated)?
TDP1 cell CPT: -5.3%; FEN1 inh: 14.4%

What do the screens show for `CCCCn1c(SCC(=O)N2CCCC2)nnc1-c1ccccc1`?
N370S GC: 8.5%; TDP1 cell CPT: -12.5%; FEN1 inh: -3.7%

What do the screens show for `CCOC(=O)N1CCN(S(=O)(=O)N2CCCC(C(=O)NCCCN3CCCCC3CC)C2)CC1` (configuration not stated)?
N370S GC: 0.3%; TDP1 cell CPT: -3.1%; FEN1 inh: 20.9%

How did Cc1nnc(NC2CCCCC2)[nH]c1=O do in these assays?
N370S GC: 3.9%; TDP1 cell CPT: 7.3%; FEN1 inh: 0.6%

What do the screens show for `COc1ccc(C(=O)O)cc1S(=O)(=O)Nc1ccccc1-c1ccccc1`?
N370S GC: -0.5%; TDP1 cell CPT: -10.4%; FEN1 inh: -12.2%

Results for O=C1c2cccnc2C(Nc2ccc(S(=O)(=O)N3CCCCCC3)cc2)N1Cc1ccccc1 (configuration not stated) ?
N370S GC: -0.1%; TDP1 cell CPT: inconclusive; FEN1 inh: 1.1%

What do the screens show for `CC1(C)CC(NC(=O)C(C)(C)Oc2ccc(Cl)cc2)CC(C)(C)N1`?
N370S GC: -1.4%; TDP1 cell CPT: 1.3%; FEN1 inh: 0.9%

How did N#CC1=C(N)Oc2c(oc(CO)cc2=O)C1c1ccsc1 (configuration not stated) do in these assays?
N370S GC: 0.3%; TDP1 cell CPT: 1.3%; FEN1 inh: 4.3%

How did Cc1cc(C)cc(N=Cc2ccc([N+](=O)[O-])s2)c1 do in these assays?
N370S GC: -19.8%; TDP1 cell CPT: 2.59µM*; FEN1 inh: inconclusive

What do the screens show for `CCOC(=O)C1CC2=C(CC(C)(C)CC2=O)N(CCOC)C1=O` (configuration not stated)?
TDP1 cell CPT: -0.2%; FEN1 inh: 6.0%

What do the screens show for `CC(C)CC(=O)Nc1nnc(SCC(=O)Nc2ccc3c(c2)OCO3)s1`?
N370S GC: 2.7%; TDP1 cell CPT: inconclusive; FEN1 inh: 10.0%

What do the screens show for `COc1ccc(N2CCN(C(=O)CCc3c(C)nc4c(-c5ccccc5)c(C)nn4c3C)CC2)cc1`?
TDP1 cell CPT: 23.1µM*; FEN1 inh: 11.6%

Results for O=C1COc2ccc(C(=O)CSc3ccc(Br)cc3)cc2N1 ?
TDP1 cell CPT: inconclusive; FEN1 inh: -7.8%

How did Oc1cccc(Nc2c3ccccc3nc3ccccc23)c1 do in these assays?
N370S GC: inconclusive; TDP1 cell CPT: 1.16µM*; FEN1 inh: inconclusive

What do the screens show for `Cc1ccc(-c2nc3cccnc3s2)cc1NS(=O)(=O)c1ccc2c(c1)CCCC2`?
N370S GC: -3.6%; TDP1 cell CPT: -19.6%; FEN1 inh: 4.2%

Results for Cc1c(-c2ccccc2)c(=O)oc2ccc(OC(=O)N3CCOCC3)cc12 ?
TDP1 cell CPT: inconclusive; FEN1 inh: -10.9%

Results for CC(=O)Nc1ccc(N=Nc2ccccc2)cc1[N+](=O)[O-] ?
TDP1 cell CPT: 3.6%; FEN1 inh: -2.7%

Results for CN(C)CCC(=O)c1ccc(Cl)cc1 ?
N370S GC: 3.9%; TDP1 cell CPT: 2.59µM*; FEN1 inh: -13.2%

Results for Cc1nn(CC(=O)Nc2ccc3c(c2)OCCO3)c(C)c1[N+](=O)[O-] ?
TDP1 cell CPT: -0.1%; FEN1 inh: 5.8%

What do the screens show for `CC(C)N(CCn1c(=S)[nH]c2ccccc2c1=O)C(C)C`?
N370S GC: 2.8%; TDP1 cell CPT: 4.4%; FEN1 inh: 7.7%

How did CSc1nc(N2CCOCC2)c2sccc2n1 do in these assays?
N370S GC: 12.8%; TDP1 cell CPT: -24.4%; FEN1 inh: -16.4%

What do the screens show for `Cc1ccc2c(c1)/C(=N/N1C(=O)c3ccccc3C1=O)C(=O)N2`?
N370S GC: 7.5%; TDP1 cell CPT: inconclusive; FEN1 inh: 1.4%

How did Cc1csc(Nc2cccc3ccccc23)n1 do in these assays?
N370S GC: -6.9%; TDP1 cell CPT: -15.1%; FEN1 inh: -6.3%

Results for O=C1C2C(c3ccccc3)C=CC(c3ccccc3)C2C(=O)N1CCCO (configuration not stated) ?
N370S GC: 3.5%; TDP1 cell CPT: -24.2%; FEN1 inh: 4.2%

What do the screens show for `C=C(C)c1cccc(C(C)(C)NC(=O)N2CCN(c3ncccn3)CC2)c1`?
TDP1 cell CPT: -21.7%; FEN1 inh: 0.2%

How did Cn1c(=O)c(=O)n(C)c2cc(S(=O)(=O)N3CCCC3C(=O)NCc3ccco3)ccc21 (configuration not stated) do in these assays?
N370S GC: 4.0%; TDP1 cell CPT: 7.6%; FEN1 inh: -7.1%

How did O=C(O)Cc1ccc(NC(=O)COc2ccc3ccccc3c2)cc1 do in these assays?
N370S GC: 4.2%; TDP1 cell CPT: -7.0%; FEN1 inh: 1.6%

Results for CCN1C(=O)C(=O)N(Cc2ccc(OC)c(F)c2)C1=O ?
N370S GC: 0.3%; TDP1 cell CPT: -8.8%; FEN1 inh: -10.6%

How did Cc1cc(C(C)(C)C)oc1C(=O)NCCCNC(=O)c1oc(C(C)(C)C)cc1C do in these assays?
N370S GC: -3.0%; TDP1 cell CPT: inconclusive; FEN1 inh: -0.4%

How did CCC1(C)Cc2c(C#N)c(SC)nc(N3CCOCC3)c2CO1 (configuration not stated) do in these assays?
TDP1 cell CPT: inconclusive; FEN1 inh: -18.6%

Results for Cc1cc(C)n2nc(SCC(=O)N(CCC#N)c3ccccc3F)nc2n1 ?
TDP1 cell CPT: 4.8%; FEN1 inh: 6.8%

Results for COc1c(F)c(F)c(C(=O)Nc2ccc(N3CCN(C(C)=O)CC3)c(Cl)c2)c(F)c1F ?
N370S GC: 11.2µM*; TDP1 cell CPT: inconclusive; FEN1 inh: 4.1%

How did O=C(CCCOc1ccccc1)NNC(=O)c1ccc(Cl)cc1 do in these assays?
TDP1 cell CPT: 1.4%; FEN1 inh: 19.7%

How did Cc1cc([N+](=O)[O-])nn1CCCC(=O)Nc1sc2c(c1C(N)=O)CCC(C)C2 (configuration not stated) do in these assays?
N370S GC: -4.6%; TDP1 cell CPT: -10.9%; FEN1 inh: -1.6%

Results for CCCCN(C)S(=O)(=O)c1cc2c(cc1Br)CCN2C(=O)C1CC1 ?
TDP1 cell CPT: 4.11µM*; FEN1 inh: 0.7%

What do the screens show for `CCOC(=O)C(Cc1ccccc1)NC(=O)CNC(=O)CNC(=O)OCc1ccccc1` (configuration not stated)?
N370S GC: 7.5%; TDP1 cell CPT: -3.2%; FEN1 inh: -1.2%
